Screens deposited in PubChem by MTDP.
RNase H inhibition – RNase H inhibition, HIV 1 Gag Pol polyprotein, FRET biochemical assay, screening (AID 372); HIV-1 RT RNase H, FRET RNA/DNA substrate fluorescence; higher % means a stronger effect; inhibition, % at 10 µM, or IC50 in µM where a hit was titrated; 100,000 tested, 0.77% active; in the data active = inhibition above about 50%
An asterisk follows results filed as active; i = inactive; & = joins results of further samples. The list is partial; the hit share may differ from the screen's.

Molecule | RNase H inhibition
Cc1onc(-c2ccccc2)c1C(=O)Nc1sc(C)c(C)c1C(N)=O | i
O=C(Nc1ccc(F)cc1)Nc1nnc(-c2ccccc2Br)s1 | 11%
Cc1ccc(S(=O)(=O)NC(Cc2ccccc2)C(=O)Nc2nc3ccc(C)cc3s2)cc1 (configuration not stated) | 10%
COc1cc(NC(=O)c2ccc(C)c([N+](=O)[O-])c2)cc(OC)c1 | 15%
COc1ccccc1N(CC(O)CN(Cc1ccccc1)Cc1ccccc1)S(=O)(=O)c1ccc(C)cc1 (configuration not stated) | 0%
O=C(CCN1C(=O)c2ccccc2C1=O)Nc1cccc(O)c1 | 11%
Cc1ccnc(Nc2nc(-c3ccc(Br)cc3)cs2)c1 | 13%
CCCCCCCC(=O)N/N=C/c1c[nH]c2ccccc12 | 18%
C=CCOc1ccc(Cl)cc1/C=C1/SC(=S)N(Cc2ccccc2)C1=O | 20%
NC(=O)N=Nc1c(O)[nH]c2ccc(I)cc12 | 5%
C=CCN(CC=C)CN1C(=O)C(=O)c2cc(Br)ccc21 | 24%
Cc1cc(Cl)cc(Cl)c1OCC(=O)Nc1cccc([N+](=O)[O-])c1 | 13%
O=S(=O)(Nc1ccc(Br)cc1)c1cccc(S(=O)(=O)c2ccc(Cl)cc2)c1 | 10%
COc1cc(OC)cc(C(=O)N2CCN(S(=O)(=O)c3ccc(Cl)cc3)CC2)c1 | 16%
CC(=O)C1=C(C)NC(SCC(N)=O)=C(C#N)C1c1ccc(O)cc1 (configuration not stated) | 0%
O=C(COc1ccccc1[N+](=O)[O-])N=Nc1c(O)[nH]c2ccc([N+](=O)[O-])cc12 | 14%
COc1ccc(S(=O)(=O)N(CCc2ccccc2)CC(N)=O)cc1 | 6%
CCOC(=O)c1ccc2[nH]c(C)c(CCC(C)=O)c(=O)c2c1 | 3%
NS(=O)(=O)c1ccc(N=Cc2cc(Cl)cc(Br)c2O)cc1 | 5%
Cc1cc(C=C2C(=O)N(C)C(=O)N(C)C2=O)c(C)n1-c1cc(C(=O)O)cc(C(=O)O)c1 | 10%
O=C(COc1ccc2ccccc2c1)Nc1ccc(OC(F)(F)F)cc1 | 0%
COC(=O)c1ccccc1NC(=O)c1c(O)c2ccccc2[nH]c1=O | 2%
NC(=O)c1cccc2c1-c1ccccc1/C2=N/NC(N)=S | 2%
CCOc1ccc(C(=O)Nc2cccc(NC(=O)CC)c2)cc1Br | 2%
Cc1ccc(C2(C)CC(C)(C)N(C(=O)c3cc([N+](=O)[O-])cc([N+](=O)[O-])c3)c3ccccc32)cc1 (configuration not stated) | 12%
CN1C(=O)/C(=C\c2cc3c(cc2[N+](=O)[O-])OCO3)SC1=S | 21%
CCOC(=O)c1ccc(NC2SC(=O)N(c3ccccc3)C2=O)cc1 (configuration not stated) | 3%
CCOc1ccccc1NC(=O)CN(c1ccccc1Cl)S(C)(=O)=O | 11%
COc1cc(NS(=O)(=O)c2ccc(Cl)cc2)c(OC)cc1Br | 16%
Cc1nnc(SCC(=O)Nc2ccc3c(c2)oc2ccccc23)s1 | 7%
COCCNC(=O)c1cnn2c(C(F)(F)F)cc(-c3ccco3)nc12 | 3%
CCCOc1ccc(C(=O)NC(=S)N2CCN(c3ccc([N+](=O)[O-])cc3)CC2)cc1 | 1%
Cc1no[n+]([O-])c1COc1ccc(C=O)cc1 | 5%
COc1ccc(C2Nc3ccccc3C(=O)N2Cc2ccccc2)cc1COc1ccc([N+](=O)[O-])cc1 (configuration not stated) | 13%
COc1ccc(C(=O)c2ccc(N3CCN(C(=O)c4ccc(Cl)cc4Cl)CC3)c(F)c2)cc1Br | 9%
Cc1ccc(-c2nc3ccccc3o2)cc1NC(=O)c1ccc(Cl)cc1 | 37%
CC1=C(C(=O)OCC2CCCO2)C(c2ccc(C)cc2)C2=C(CC(C)(C)CC2=O)N1 (configuration not stated) | 4%
N#Cc1cc([N+](=O)[O-])cnc1SCC(=O)Nc1ccccc1 | 1%
COc1ccc(N/C=C/C(=O)c2ccccc2)c(OC)c1 | 6%
CN1CCN(NC(=O)Nc2ccc(Cl)c(Cl)c2)CC1 | 12%
Cc1cccc(C)c1OCCOc1c(Cl)cc(Cl)cc1/C=C1\SC(=S)N(C)C1=O | 24%
COc1cccc(/C=N/NC(=O)C(=O)N2CCCC2)c1O | 8%
O=C(Cc1ccc(Br)cc1)Nc1ccccc1C(F)(F)F | 0%
CC(=O)N1N=C(c2ccccc2)CC1c1ccccc1 (configuration not stated) | 4%
COc1cc(C(=O)NCC(=O)NN)cc(OC)c1OC | 4%
CCC(=O)c1ccc(N2CCCC2)c(F)c1 | 4%
COc1ccc(-c2cc(-c3ccccc3)nc(N3CCCC3)n2)cc1OC | 15%
O=c1oc2cc(O)ccc2cc1-c1nc2ccccc2o1 | 4%
COc1ccc(/C=C(\C#N)C(=O)NCc2ccco2)cc1C | 0%
CCOC(=O)C1=C(C)N=c2s/c(=C\c3cc(-c4ccccc4)n(-c4ccc(C)cc4)c3-c3ccccc3)c(=O)n2C1c1ccccc1Cl (configuration not stated) | 14%

New compounds follow.
canonical_smiles	RNase H inhibition
O=c1/c(=C/c2cc(Cl)ccc2OCc2ccccc2Cl)sc2nc3ccccc3n12	8%
O=C(Nc1ccc([N+](=O)[O-])cc1Br)c1cccs1	0%
Cc1cc(-c2nc3ccccc3[nH]2)c2ccccc2n1	17%&0%
COCCCN1C(=O)/C(=C\c2cccc([N+](=O)[O-])c2)C(C(=O)OC)=C1C	7%
O=C(O)C1CCCCC1C(=O)Nc1nc2ccc(Br)cc2s1 (configuration not stated)	11%
CCOC(=O)c1cccc(NC(=O)CCN2C(=O)c3cccc([N+](=O)[O-])c3C2=O)c1	7%
Cc1ccc(N2C(=O)C3C(C2=O)C2C=CC3C23CC3)c([N+](=O)[O-])c1 (configuration not stated)	15%
COc1ccc(-c2nc(Cc3ccc(OC)c(OC)c3)no2)cc1	4%
C=CCNC(=S)P(=O)(c1ccccc1)c1ccccc1	0%
COc1cc(/C=C2\SC(N)=NC2=O)cc(Br)c1OS(=O)(=O)c1ccc([N+](=O)[O-])cc1	16%
O=C(/C=C/c1ccccc1)Nc1ccc(OC(F)(F)F)cc1	3%
Cc1ccccc1NC(=O)c1ccc(Cl)cc1	0%
Cc1ccccc1Nc1c([N+](=O)[O-])ccc2c1=NC1(CCCCC1)N=2	1%
O=C(OCC(=O)c1cccs1)c1cccc(N2C(=O)C3C4C=CC(C5CC45)C3C2=O)c1 (configuration not stated)	0%
CCc1cc2c(Nc3ccc(Br)cc3)ncnc2s1	4%
O=C(Cc1ccccc1)Nc1ccc2oc(-c3cccc(Br)c3)nc2c1	10%
COc1ccc(OC)c(NC(=O)c2cc(I)cc(I)c2I)c1	9%
CCOc1ccc(C(=O)N2CCc3ccccc3C2)cc1OCC	2%
CCCCn1c(-c2ccc(N)cc2)nc2ccccc21	7%
CCOc1cc(/C=N/N2CCN(Cc3ccc(Cl)cc3)CC2)ccc1O	13%
O=C(Cc1cccs1)N/N=C/c1ccc(Cl)c([N+](=O)[O-])c1	11%
Cc1cc(C)c(NC(=O)Cc2ccccc2[N+](=O)[O-])c(C)c1	4%
CN1CCC(=NNC(=O)Cc2cccc3ccccc23)CC1	2%
CCOc1ccc(N2Cc3ccccc3C2)cc1	19%
Cc1c(Cl)cccc1-c1ccc(C(=O)Nc2cccc(NC(=O)c3ccccc3Cl)c2)o1	15%
O=C(Nc1ccc2oc(-c3ccccc3)nc2c1)c1cc(Cl)ccc1Cl	2%
O=c1sc2ccccc2n1CN1CCCC1	0%
CCOc1cc(C=C2C(=O)NC(=O)NC2=O)ccc1OCc1cccc2ccccc12	43%
COc1ccc(Nc2nc(C(F)(F)F)nc(C)c2C#N)cc1	0%
CCN1CCN(Cc2c(O)ccc3ccccc23)CC1	6%
CC(=O)Nc1nc2ccccc2n1Cc1ccccc1Cl	9%
CCCOc1cccc(C(=O)Nc2cccc(-c3nc4ccccc4s3)c2C)c1	23%
Cc1nnc(SCC(=O)Nc2c(C)n(C)n(-c3ccccc3)c2=O)s1	8%
CC(C)(C)c1cc(C=Nc2cc(C(C)(C)C)cc(C(C)(C)C)c2O)c(O)c(C(C)(C)C)c1	12%
Cc1cc(C=O)c(C)n1-c1ccc(OCc2ccc(F)cc2)cc1	38%
COc1cc(NC(=O)COc2ccc(C)cc2C)ccc1NC(=O)c1ccco1	0%
CC(=O)c1cc2c(cc1N)OCCO2	20%
O=C1c2ccccc2C(=O)N1Cc1nc2ccccc2c(=O)n1CCCn1ccnc1	4%
O=C1c2ccccc2C(=O)N1c1cccc(-c2csc(Nc3ccc(Br)cc3)n2)c1	7%&10%
CCOC(=O)/C(C#N)=C(\C)c1ccc(Cl)cc1Cl	5%
COc1ccc2c(c1)/C(=N/OC(=O)c1ccc(OC)c(OC)c1)CCC2	8%
O=C(NC(=S)Nc1ccc(F)c(Cl)c1)c1ccco1	10%
Cc1ccccc1-n1c(-c2ccccc2)nc2c(cnn2-c2ccccc2)c1=O	8%
Cc1nc2ccc(NC(=S)N3c4ccccc4CC3C)cc2nc1C (configuration not stated)	0%
CCc1ccc(NC(=O)C(OC(=O)c2ccccc2)C(OC(=O)c2ccccc2)C(=O)O)cc1 (configuration not stated)	9%
Cc1ccc(C(=O)Nc2ccc(C)c(C)c2)cc1	8%
O=C(N/N=C/c1c(F)cccc1Cl)c1cc(Br)ccc1O	20%
CCOC(=O)C1=C(C)N=c2s/c(=C\c3ccc(OC)cc3OC)c(=O)n2C1c1ccc(OC)cc1 (configuration not stated)	9%
O=c1cc(-c2ccc([N+](=O)[O-])cc2)nc2cc(-c3ccc(F)cc3)[nH]n12	1%
COc1cc(/C=C2\C(=O)NC(=S)N(c3cccc(Cl)c3Cl)C2=O)cc([N+](=O)[O-])c1O	5%

(next part)
canonical_smiles	RNase H inhibition
COc1ccc(-c2cc(C(=O)NCc3ccc(Cl)cc3)c3ccccc3n2)cc1OC	9%
Cc1cc2ncn(S(=O)(=O)c3cc([N+](=O)[O-])ccc3Cl)c2cc1C	57%*
O=C(NCc1ccc2c(c1)OCO2)c1ccc2c3c(cccc13)CC2	5%
O=c1oc2c(Cl)cc(Cl)cc2cc1-c1nc(-c2ccccc2)cs1	8%
CCOc1cc(C(=O)Nc2ccc([N+](=O)[O-])cc2C)cc(OCC)c1OCC	11%
CCCOc1ccc(C2C(C(=O)OC)=C(C)NC3=C2C(=O)CC(c2ccc(Cl)cc2)C3)cc1 (configuration not stated)	15%
Cc1cccc(OCC(=O)O/N=C(\N)Cc2ccc(Cl)cc2Cl)c1	20%
Cc1cc(C)c2nc(Nc3nc(C)cc(C)n3)nc(C)c2c1	0%
Cc1ccc(CN2CCN(S(C)(=O)=O)CC2)cc1	3%
Cc1cccnc1N(C(=O)c1cccc(Cl)c1)C(=O)c1cccc(Cl)c1	5%
O=C(Nc1nnc(CCOCCc2nnc(NC(=O)c3cccs3)s2)s1)c1cccs1	17%
COC(=O)c1ccc(Cl)c(S(=O)(=O)N2CCOCC2)c1	0%
COC(=O)c1ccc(/C=C2\C(=O)NC(=O)N(c3ccc(C)c(C)c3)C2=O)cc1	18%
Cc1ccnc(SC2CC(=O)N(c3ccccc3)C2=O)n1 (configuration not stated)	3%
CCOC(=O)/C(N=Nc1ccc([N+](=O)[O-])cc1)=C(/O)c1nn2c(nc(=O)c3ccccc32)s1	0%
CCOc1cc(C(=O)Nc2cccc(C)c2C)cc(OCC)c1OCC	8%
Cn1c(=O)c2c(nc(Sc3nc4ccccc4o3)n2C)n(C)c1=O	0%
[O-][n+]1onc2c1CCc1c-2nc(-c2ccccc2Cl)n1O	9%
Cc1ccc(Cl)cc1NC(=O)C1CCCC1	6%
Cc1ccccc1C=Nc1ccc(-c2ccc(N=Cc3ccccc3C)cc2)cc1	2%
O=C(Nc1cccc2ccccc12)c1cc(-c2ccco2)nc2ccccc12	7%
O=C(O)CN1C(=O)S/C(=C\C=C\c2ccccc2)C1=O	10%
Cc1cc(C(=O)Nc2nc(-c3ccccc3)c(C)s2)ccc1[N+](=O)[O-]	2%
CCCOC(=O)c1cccc(NC(=O)COc2ccccc2OC)c1	11%
O=C(NC(=S)Nc1ccc([N+](=O)[O-])cc1)c1cccc(Br)c1	14%
Cc1cc(C(=O)Nc2ccc(I)cc2)ccc1[N+](=O)[O-]	2%
COc1ccc(/C=C2\NC(=O)NC2=O)cc1OC	0%
CCOc1ccc(C(=O)Nc2nc3ccc([N+](=O)[O-])cc3s2)cc1	36%
CCOC(=O)c1ccc(NC(=O)C(=O)N/N=C/c2ccc(SC)cc2)cc1	0%
O=C1NC(=S)N(c2cccc(Br)c2)C(=O)/C1=C/c1ccc(Cl)cc1	4%
CCC12C(=O)C(CC)(C(c3ccccc3)=C1c1ccccc1)C1C(=O)N(Cc3ccccc3)C(=O)C12 (configuration not stated)	12%
